Assay outcomes: PubChem BioAssay, The Scripps Research Institute Molecular Screening Center
TbREL1 primary – TbREL1 RNA ligase inhibitors, primary screen, biochemical, FRET fluorescence; RNA-editing ligase 1, mitochondrial (Trypanosoma brucei brucei), P86926; TbREL1 RNA ligation; inhibition, % at 9.66 µM; 89,000 tested, 0.49% active;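 active means inhibition above the mean inhibition across all screened compounds plus 3 SD, cut at about 11% in these data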;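 further: 0% = plate median of test wells and 100% = NSC42067 control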
Target sequence (P86926 whole entry, looked up): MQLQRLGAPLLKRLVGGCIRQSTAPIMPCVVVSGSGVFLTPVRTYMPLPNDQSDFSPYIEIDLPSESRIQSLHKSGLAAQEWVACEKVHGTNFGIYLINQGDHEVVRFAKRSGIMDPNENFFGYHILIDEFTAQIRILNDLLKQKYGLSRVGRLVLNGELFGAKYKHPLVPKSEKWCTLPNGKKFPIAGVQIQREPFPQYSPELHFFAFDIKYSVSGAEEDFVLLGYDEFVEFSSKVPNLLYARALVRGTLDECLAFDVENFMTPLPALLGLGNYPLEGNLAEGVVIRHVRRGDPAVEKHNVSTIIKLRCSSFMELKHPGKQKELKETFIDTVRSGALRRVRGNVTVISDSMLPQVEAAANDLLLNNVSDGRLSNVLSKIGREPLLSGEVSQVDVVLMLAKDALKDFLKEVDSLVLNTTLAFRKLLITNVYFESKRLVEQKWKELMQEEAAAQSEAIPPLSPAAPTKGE
* marks the source's active call; other numbers are inactive results.

TbREL1 primary,molecule
0,Clc1ccccc1-c1ccc2ncnc(NCc3cccnc3)c2c1
0,Cn1c(Cl)c(/C=N/OC(=O)c2cccc(Cl)c2)c2ccccc21
-1,COCc1cc(/C=N\NC(=O)COc2ccc(Cl)cc2)ccc1OC
-2,Cc1[nH]c2ccccc2c1CC(=O)Nc1ccc(Nc2cccnc2)c(-c2ccc(F)c(F)c2)c1
6,COc1ccc(NC(=O)c2cc3c(CO)cnc(C)c3oc2=Nc2cccc(C)c2)c(OC)c1
-3,Cc1ccc(COn2nnc3ccc(S(=O)(=O)N4CCOCC4)cc32)cc1
-5,C[C@@H]1CN(c2ccc(N3CCN(C(=O)OC(C)(C)C)C[C@H]3C)cc2C#N)CCN1Cc1ccccc1
-6,Cc1ccc(CNC(=O)C(NS(=O)(=O)c2cccs2)C(C)C)cc1 (stereo not given)
-2,COc1ccccc1CNC(=O)c1ccc(CNc2c(N3CCCC3)c(=O)c2=O)cc1
-2,CC(=O)Nc1ccc(CN2CCC(CO)(CCOc3ccccc3)CC2)cc1
-1,Cc1cccc(C(=O)NC2CC3CCCC(C2)N3C(=O)NC2CCCCC2)c1 (stereo not given)
1,COC(=O)c1ccc(Cl)c(S(=O)(=O)N2CCCC2)c1
-3,Cc1ccc2c(NC(=O)C3CC3)cccc2n1
-1,O=c1c(Cc2ccc(F)cc2)c(O)ccn1Cc1ccc(Cl)cc1Cl
-7,C/C(CC(=O)Nc1ccc(OCc2ccccc2)cc1)=N\NC(=O)C(=O)Nc1cccc(C)c1
3,COc1ccc(Cc2c(-c3ccc(F)cc3)nc3cc(C)c(Br)c(C)n23)c(C)c1
-1,O=C(c1ccc([N+](=O)[O-])cc1Cl)N1CCN(Cc2ccccc2)CC1
-1,Cc1ccc(CN(CC(=O)NCc2ccccn2)S(=O)(=O)c2ccccc2)cc1
4,Cc1cc(=O)cc(C)n1-c1ccc(Cl)c(Cl)c1
7,O=C(NCCc1ccc2c(c1)OCCO2)c1ccc([N+](=O)[O-])cc1Cl
-1,CCOc1ccc(N2C(=O)CC(SC(=NC)Nc3ccc(F)cc3)C2=O)cc1 (stereo not given)
-3,CN1CCN(S(=O)(=O)c2ccc(N(C)Cc3ccc(OC(F)F)cc3)c([N+](=O)[O-])c2)CC1
-2,COCC(=O)N1CCN(c2nc3ccccc3o2)CC1
1,C=CCNC(=O)NC(=O)COC(=O)CCCSc1nc2ccccc2[nH]1
-1,COc1nc(-c2ccc(C)cc2)ccc1-c1noc(-c2cccnc2)n1
-1,CN(C(=O)c1ccc(NC(=O)Cc2ccc(NC(=O)C3CCCN(C(=O)CCc4ccccc4)C3)cc2)cc1)C1CCCC1 (stereo not given)
-1,CCOC1=C2[C@@H](CN(S(=O)(=O)c3ccc(C)cc3)[C@H]2c2ccccc2Cl)[C@H]2C(=O)N(Cc3ccccc3)C(=O)[C@H]2C1
-1,CNC(=O)N(C1=NCCCCC1)c1ccc(Br)cc1
-3,COCc1ccc(CN2CCC(n3nccc3NC(=O)C(OC)c3ccccc3)CC2)o1 (stereo not given)
0,COc1ccc(-n2nc(C(=O)NCC(=O)NCCCN3CCCCCC3)c3ccccc3c2=O)cc1Cl
7,Cn1cnc(S(=O)(=O)Nc2ccc(C(F)(F)F)cc2)c1
0,O=C(CN1CCCCCC1)N/N=C/c1cccs1
8,CCCn1nc(C(=O)NNC(=O)C2CSC3(C)CCC(=O)N23)c2ccccc2c1=O (stereo not given)
0,O=C(COC(=O)c1ccc(Br)o1)NCC1CCCCC1
-1,COc1ccc(OC)c(NC(=O)c2cccc(S(=O)(=O)N3CCN(C(C)=O)CC3)c2)c1
-1,Cc1ccc2nc(NC(=O)CSc3nncc(=O)n3N)sc2c1
-1,C/C(=N/OC(=O)c1cccc(Cl)c1)c1nccs1
2,CC1CCC(NC(=O)CCC(=O)N2CC(C)Oc3ccccc32)CC1 (stereo not given)
0,CCOC(=O)[C@@]12CCC3=C1N(CCC3)C(=O)[C@H](CC(=O)N1CCSCC1)C2
-2,Cc1ccc(S(=O)(=O)N2CCCCC2)cc1NC(=O)c1cc(=O)[nH]c2ccccc12
1,CCOc1ccccc1NS(=O)(=O)c1ccc2[nH]c(=O)[nH]c2c1
-4,COC(=O)C1=C(C)N(CC(C)C)C(=S)NC1c1ccc(Cl)cc1 (stereo not given)
-3,Cc1c(C(=O)NCc2ccc(C#N)cc2)sc(=O)n1Cc1ccc(C(=O)N(C)C)cc1
-1,CCN(CC)C(=O)C(=O)c1c(-c2ccccc2)[nH]c2ccccc12
1,Cc1nn(Cc2cccc(C(=O)NC(C)c3ccc(C(C)(C)C)cc3)c2)c(C)c1[N+](=O)[O-] (stereo not given)
0,O=C(NCc1cccnc1)NC1CCCN1S(=O)(=O)c1ccc(Cl)cc1 (stereo not given)
-1,O=C(CNS(=O)(=O)c1cccc(Cl)c1)OCc1csc(-c2ccccc2)n1
-4,Cc1ccc2c(c1)NCC(C(=O)NC1CCC(C)CC1)O2 (stereo not given)
-1,O=C(Nc1ccc(N2CCOCC2)nc1)c1ccccc1Cl
1,Cc1cccn2c(=O)c(/C=C(\C#N)S(=O)(=O)c3ccccc3)c(Oc3ccc(Cl)cc3)nc12
1,CCc1ccc(C(=O)NNC(=O)c2n[nH]c(=O)c3ccccc23)cc1
3,CC(OC(=O)c1ccc(Cl)c(S(=O)(=O)N2CCOCC2)c1)C(=O)NC1CCCCC1C (stereo not given)
1,OCCC1CN(Cc2ccc(Oc3ncccn3)cc2)CCN1C1CCCCC1 (stereo not given)
4,COC(=O)[C@]12CCCCC=C1N(Cc1ccco1)C(=O)[C@H](CC(=O)NCc1cccc(C(F)(F)F)c1)C2
0,COC(=O)[C@]12C[C@H](CC(=O)NCC34CC5CC(CC(C5)C3)C4)C(=O)N(Cc3ccc(Cl)cc3Cl)C1=C[C@H](COCc1ccccc1)O[C@@H]2C
1,CN(Cc1ccco1)C(=O)c1ccc(S(=O)(=O)N2CCCCCC2)cc1
-3,COc1ccc(C)cc1-n1nnnc1SCC(=O)c1ccc2c(c1)OCCO2
-4,COc1ccccc1NC(=O)c1ccc(NS(=O)(=O)c2ccc(F)c(Cl)c2)cc1
1,CN(C)Cc1ccccc1Sc1cccc2ccccc12
-1,O=C1CCCc2oc3ccc(O)cc3c21

Further records follow:
TbREL1 primary,molecule
-5,Cc1ccc(C(=O)NC(=S)Nc2ccc3c(c2)OCCO3)c(C)c1
4,Clc1ccc(SCc2cc(Cl)nc(-c3ccccc3)n2)cc1
-5,NC(=O)c1ccc(NC(=O)COC(=O)c2cc(S(=O)(=O)N3CCOCC3)ccc2N2CCCCC2)cc1
-4,O=C(c1ccc(Cl)c(S(=O)(=O)N2CCCC2)c1)N1CCN(c2ccc(F)cc2)CC1
-4,COc1cc(O)c(C(CCN2CCCC2)c2ccc(N(C)C)cc2)c(OC)c1 (stereo not given)
6,CC1CCC(NC(=O)c2nn(C)c(=O)c3ccccc23)CC1 (stereo not given)
-2,Cc1cc(C(F)(F)F)c(C#N)c(SCC(=O)NC(C)(C)C)n1
0,O=S(=O)(c1ccc(Oc2ccc(S(=O)(=O)N3CCOCC3)cc2)cc1)N1CCOCC1
3,CC(=O)Nc1ccc(CN2CCCCCCC2)cc1
2,CCOC(=O)C1=C(C)NC(C)=C(C(=O)OCC)C1C(=O)OCC(=O)N(CC)C1CCS(=O)(=O)C1 (stereo not given)
3,CC1Cc2ccccc2N1C(=O)COC(=O)c1ccc(N(C)C)cc1 (stereo not given)
6,O=C(NNc1ccc(-c2csnn2)cc1)c1ccccc1C(F)(F)F
0,CCCn1c(SCC(=O)NCCCN2CCCC2=O)nc2ccccc2c1=O
3,CCCCCOC(=O)Cn1c(N2CCOCC2)nc2c1c(=O)[nH]c(=O)n2C
1,CC(C)(C)OC(=O)C[C@@H]1C/C=C\C[C@H](CC(=O)NCCO)C(=O)N2CCC[C@@H]2COC1=O

A different layout for three compounds above.
NC(=O)c1ccc(NC(=O)COC(=O)c2cc(S(=O)(=O)N3CCOCC3)ccc2N2CCCCC2)cc1
- TbREL1 primary = -5

O=C(c1ccc(Cl)c(S(=O)(=O)N2CCCC2)c1)N1CCN(c2ccc(F)cc2)CC1
- TbREL1 primary = -4

COc1cc(O)c(C(CCN2CCCC2)c2ccc(N(C)C)cc2)c(OC)c1 (stereo not given)
- TbREL1 primary = -4

Reprinted at random: five entries already listed
TbREL1 primary,molecule
1,CC(C)(C)OC(=O)C[C@@H]1C/C=C\C[C@H](CC(=O)NCCO)C(=O)N2CCC[C@@H]2COC1=O
-2,Cc1cc(C(F)(F)F)c(C#N)c(SCC(=O)NC(C)(C)C)n1
3,CC(=O)Nc1ccc(CN2CCCCCCC2)cc1
3,CCCCCOC(=O)Cn1c(N2CCOCC2)nc2c1c(=O)[nH]c(=O)n2C
-5,Cc1ccc(C(=O)NC(=S)Nc2ccc3c(c2)OCCO3)c(C)c1

The results go on.
TbREL1 primary,molecule
0,C/C(=N\NC(=O)c1nn(C)cc1Cl)c1ccncc1
2,CC1(C)COC2(OC1)C(=O)Nc1ccccc12
1,Nc1ccc2nc(CCCO)[nH]c2c1
-1,O=C(Nc1cccc2c1CCCC2)C1CCN(c2nnnn2-c2ccccc2)CC1
4,CC(Nc1cc(=O)n(C)c(=O)[nH]1)c1ccccc1 (stereo not given)
-1,N#Cc1c(SC(C(=O)O)c2ccccc2)nc2c(c1-c1cccs1)CCCC2 (stereo not given)
-1,CCOc1ccc(NC(=O)/C(C#N)=C/c2ccc(N3CCCC3)c(C)c2)cc1
-1,O=C(COc1ccccc1)NC1CCSc2ccccc21 (stereo not given)
5,O=C(CSc1ncn[nH]1)N/N=C/c1ccc(C(F)(F)F)cc1
3,O=C(CSc1nnc(C2CC2)n1C1CC1)c1ccccc1F
-1,Cc1nnc(N(Cc2ccco2)C(=O)c2cccc(C#N)c2)s1
-3,CCc1ccccc1NC(=O)CC1CS(=O)(=O)CC1CC(=O)Nc1ccccc1CC (stereo not given)
-2,COc1ccc(-n2c(SCC(=O)Nc3cc(C)c(NC(=O)c4ccccc4)cc3OC)nnc2-c2ccco2)cc1
6,CC[C@]12c3[nH]c4ccc(Cl)cc4c3CCN1C(=O)[C@@H](CC(=O)NCC13CC4CC(CC(C4)C1)C3)C[C@@H]2C(=O)N1CCN(C(=O)C2CC2)CC1
-2,CCc1cccc2c(=O)c(C(=O)N3CCCCCC3)c[nH]c12
2,Cc1cc(C)c(S(C)(=O)=O)c(Oc2ccc(C(C)(C)C)cc2)n1
-3,COC(=O)c1oc2nc(C)cc(C)c2c1N
3,O=c1nc2ccccn2c2ccc(S(=O)(=O)N3CCCCC3)cc12
-1,O=C(c1cccc(S(=O)(=O)N2CCOCC2)c1)N1CCN(c2ccc(F)cc2)CC1
4,CCn1c(=O)n2n(c1=O)[C@@]1(C=C3CCCC[C@H]32)N=C(NC(=O)c2ccccc2)N(Cc2ccccc2)[C@H]1Cc1ccccc1
5,CCC(Cc1ccccc1)NC(=O)CN1C(=O)CSc2ncccc21 (stereo not given)
7,O=C(COC(=O)CCCN=C1NS(=O)(=O)c2ccccc21)NNC(=O)c1ccccc1
-1,Cn1c(=O)cc(OCC(=O)NC2CCCCC2)c2ccccc21
-2,C[C@H]1C2CC(OC(=O)Nc3ccc4c(c3)OCO4)C(C2)[C@H]2CCCCN21 (stereo not given in full)
11,C[C@H]1[C@@H](OC(=O)Nc2cccc(C(F)(F)F)c2)CC[C@@]23CCCN2C(=O)CCC[C@@H]13
-2,CNc1nc(-c2ccc3c(c2)CCN3C(=O)c2ccccc2F)cs1
-1,COc1ccccc1N(C)S(=O)(=O)c1ccc(C(=O)NC(C)(C)C)cc1
-1,CCOc1ccc(CNC(=O)c2ccc(NC(=O)C3=CSCCO3)cc2)cc1
1,CCCCNS(=O)(=O)c1ccc(OC)c(Cl)c1Cl
1,CC(C)(C)NC(=O)C(c1ccncc1)N(C(=O)C1CSC(=O)C1)c1ccccc1 (stereo not given)
-1,COc1cc(C(=O)NCCc2ccc(S(N)(=O)=O)cc2)cc(OC)c1OC
0,CSc1nc(NCc2ccco2)c2ccccc2n1
-2,CCc1cc(C(=O)OC)c(NC(=O)CN2CCN(C(=O)c3ccco3)CC2)s1
-6,Cc1cc(N2CCCC2=O)c(N)cc1N
-1,CCOC(=O)c1sc(NC(=O)C(C)Sc2nnc(N)s2)nc1C (stereo not given)
3,CN1CCN(C(=O)c2cc3c(c(-c4cccc(-c5cccnc5)c4)n2)[C@@H](CCO)N(C(=O)CC2CC2)C3)CC1
-8,COC(=O)C1=C(C)N(Cc2ccc(F)cc2)C(=S)NC1c1ccccc1 (stereo not given)
0,COC(=O)N1C(=O)[C@](c2ccc(OC)cc2)(C(C)C)N1C(=O)OC
0,COc1cc(NC(=O)CSc2nc3c(c(=O)n(C)c(=O)n3C)n2C)cc(OC)c1
-1,NC(=O)c1cc([N+](=O)[O-])ccc1NCc1cccnc1
1,COCCCNC(=O)C1CCN(c2nc(C)cc(C)n2)CC1
5,O=C(CN1CCN(C(=O)c2cccs2)CC1)Nc1ccc(Br)cc1
-1,CC(c1ccco1)N(C(=O)C12CC3CC(CC(C3)C1)C2)c1ccccn1 (stereo not given)
7,COC(=O)c1c(NC(=O)COC(=O)[C@@H](NS(=O)(=O)c2ccccc2)C(C)C)sc2c1CCC2

Looked up above.
Value for `COCCCNC(=O)C1CCN(c2nc(C)cc(C)n2)CC1` under TbREL1 primary: 1
Value for `Cc1cc(N2CCCC2=O)c(N)cc1N` under TbREL1 primary: -6
Value for `CN1CCN(C(=O)c2cc3c(c(-c4cccc(-c5cccnc5)c4)n2)[C@@H](CCO)N(C(=O)CC2CC2)C3)CC1` under TbREL1 primary: 3
Value for `CC(c1ccco1)N(C(=O)C12CC3CC(CC(C3)C1)C2)c1ccccn1` (stereo not given) under TbREL1 primary: -1
Value for `CCc1cc(C(=O)OC)c(NC(=O)CN2CCN(C(=O)c3ccco3)CC2)s1` under TbREL1 primary: -2
Value for `CSc1nc(NCc2ccco2)c2ccccc2n1` under TbREL1 primary: 0
Value for `O=C(CN1CCN(C(=O)c2cccs2)CC1)Nc1ccc(Br)cc1` under TbREL1 primary: 5

Only part of the results is shown; rates above refer to the full screens.
